Source: PubChem BioAssay
Apoferritin bind: qHTS Assay for Identification of Novel General Anesthetics; Ferritin light chain (Equus caballus), P02791; apoferritin/1-aminoanthracene competitive binding, fluorescence; Potency, µM (titrated, usually from 77.5 µM), without a hit: at the top dose activity change, negative = displacement, most hits filed as inhibitors; 0.074% of 350,000 active; note: potency is the fitted concentration of half-maximal effect; % is set by controls: 0 for no effect and ±100 for the full control effect; nearly all actives have a fitted effect of over 20% in size
Target sequence (P02791 2-175 limits assumed): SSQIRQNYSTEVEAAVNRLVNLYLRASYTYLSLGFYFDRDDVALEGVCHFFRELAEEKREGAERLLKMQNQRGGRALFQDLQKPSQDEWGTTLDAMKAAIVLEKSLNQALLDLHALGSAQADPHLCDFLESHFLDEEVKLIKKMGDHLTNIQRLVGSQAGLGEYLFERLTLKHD
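Concentration-response curves derived by four-parameter Hill fitting of normalized fluorescence, where compounds displaced 1-AMA from 10 uM horse apoferritin following a brief 10 min room-temperature incubation; propofol titration acted as positive control.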
Pol beta inh: qHTS Assay for Inhibitors of DNA Polymerase Beta | Pol beta primer extension/strand displacement, fluorescence kinetic | AID 485314, 2010 | 1.3% of 340,000 active | P06746 | Potency, µM (highest dose often 114 µM), without a hit: at the top dose activity change, negative = inhibition, usual class: inhibitors; note: potency is the fitted concentration of half-maximal effect; % is set by controls: 0 for no effect and ±100 for the full control effect
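Pol beta (10 nM) was preincubated with compound for 15 min at room temperature. The reaction was then started with 50 nM substrate and read immediately and after a further 10 min at room temperature.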
Pol iota inh: qHTS for Inhibitors of Polymerase Iota | DNA polymerase iota (Homo sapiens), Q9UNA4 | Pol iota fluorescent replication assay, 10 min | Potency, µM (doses to about 115 µM), without a hit: top-dose activity, negative = inhibition, usual class: inhibitors | 1% of 390,000 active | AID 588590, 2011; note: potency is the fitted concentration of half-maximal effect
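Fluorescent replication assay read twice, at 0 min and 10 min after adding 50 nM (final) substrate. Enzyme (10 nM) and compounds were first incubated 15 min at room temperature; enzyme-free buffer wells were negative controls.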
APEX1 inh: qHTS Assay for Inhibitors of the Human Apurinic/apyrimidinic Endonuclease 1 (APE1). DNA repair nuclease/redox regulator APEX1 (Homo sapiens), P27695. recombinant APE1, TAMRA/BHQ-2 abasic DNA cleavage fluorescence. Potency, µM (doses to about 65.8 µM), inactives show at the top dose activity change, negative = inhibition, usual class: inhibitors. 0.35% of 350,000 active;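 note: potency is the fitted concentration of half-maximal effect; plate controls were vehicle for no effect and reference inhibitor for full effect; nearly all actives have a fitted effect of over 55% in size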
Target sequence (P27695 whole entry, looked up): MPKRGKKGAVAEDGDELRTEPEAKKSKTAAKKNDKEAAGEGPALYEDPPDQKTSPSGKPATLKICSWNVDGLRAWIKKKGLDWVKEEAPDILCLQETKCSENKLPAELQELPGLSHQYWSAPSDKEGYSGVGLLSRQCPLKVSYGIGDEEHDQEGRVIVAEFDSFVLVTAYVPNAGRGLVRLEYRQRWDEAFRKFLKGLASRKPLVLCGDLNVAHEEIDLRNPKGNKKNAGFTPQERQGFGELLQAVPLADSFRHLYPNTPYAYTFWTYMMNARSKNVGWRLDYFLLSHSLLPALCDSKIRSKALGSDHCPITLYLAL
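Enzyme (0.75 nM final) and test compound are incubated 15 min at room temperature before adding 50 nM quenched THF abasic-site duplex. Cleavage dequenches TAMRA, followed at 525/598 nm over three reads one minute apart.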
Pol eta inh: qHTS for Inhibitors of Polymerase Eta. Potency, µM (top dose mostly 114 µM), without a hit: top-dose activity change, negative = inhibition, usual class: inhibitors. recombinant Pol eta, fluorescent DNA replication assay. DNA polymerase eta (Homo sapiens), Q9Y253. 1.2% of 390,000 active. AID 588591, 2011; note: potency is the fitted concentration of half-maximal effect; % is set by controls: 0 for no effect and ±100 for the full control effect
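Fluorescent replication assay: 50 nM final substrate added after a 15 min room-temperature compound preincubation with 10 nM enzyme. Signal taken at 0 min and again at 10 min.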
PGK inhibitor: qHTS Assay to Find Inhibitors of Phosphoglycerate Kinase; Phosphoglycerate kinase, glycosomal (Trypanosoma brucei brucei), P07378; PGK/GAPDH coupled, Kinase-Glo luminescence, 60 min; Potency, µM (top dose mostly 57.5 µM), without a hit: at the top dose activity change, negative = inhibition, usual class: inhibitors; 0.043% of 380,000 active; AID 602233, 2012; note: potency is the fitted concentration of half-maximal effect; % is set by controls: 0 for no effect and ±100 for the full control effect; nearly all actives have a fitted effect of over 60% in size
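Recombinant glycosomal PGK reaction used 1,3-bisphosphoglycerate generated in-well by GAPDH (100nM final) in 100mM TEA pH 7.6, 5mM MgCl2, 0.01% Tween-20. After 60 minutes at room temperature, ATP was read by Kinase-Glo Plus luminescence end-point.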
RXFP1 antagonist: qHTS Assay for Antagonists of the Relaxin Receptor RXFP1 | Relaxin receptor 1 (Homo sapiens), Q9HBX9 | HEK293-RXFP1, relaxin-stimulated cAMP HTRF, 30 min; stronger effect = lower value | activity change, negative = inhibition, % at 57.5 µM | 0.59% of 350,000 active;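 active = activity change of -60% or lower, but not beyond a set lower limit; inconclusive = change between -60% and -40%, or beyond the set limit; inactive = change above -40%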; note: % is set by controls: 0 for no effect and ±100 for the full control effect
Pol kappa inh: qHTS for Inhibitors of Polymerase Kappa; DNA polymerase kappa (Homo sapiens), Q9UBT6; AID 588579, 2011; 0.53% of 400,000 active; Potency, µM (top dose mostly 107 µM), without a hit: top-dose activity, negative = inhibition, most hits filed as inhibitors; purified Pol kappa, fluorescent DNA synthesis assay, 10 min; note: potency is the fitted concentration of half-maximal effect; % is set by controls: 0 for no effect and ±100 for the full control effect
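Activity was followed as the change in fluorescence between reads at 0 and 10 min after starting the reaction with 50 nM substrate. Beforehand, 10 nM polymerase had been preincubated with compound for 15 min at room temperature.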
BLM inh: qHTS Assay for Inhibitors of Bloom's syndrome helicase (BLM). AID 2528, 2010. recombinant BLM DNA unwinding, fluorescence dequenching. Potency, µM (titrated, usually from 56.1 µM), for inactives: top-dose activity change, negative = inhibition, actives largely listed as inhibitors. 0.2% of 350,000 active. RecQ-like DNA helicase BLM (Homo sapiens), P54132;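 note: potency is the fitted concentration of half-maximal effect; plate controls were vehicle for no effect and no enzyme for full effect; nearly all actives have a fitted effect of over 35% in size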
The depositor's hits bear a star; i = inactive; ? = inconclusive; / = not tested or not shown; [ ] = remark or other dose. Unless noted, calls come from the whole dose curve; as a rule, active = well fitted curve in the direction sought with a large enough effect; inconclusive = small, poorly fitted or top-dose-only effect, or another doubt; inactive = no such curve, though single readings can be large; an effect the other way counts as inactive or inconclusive. An excerpt; count on the stated rates, not on these rows.

SMILES	Apoferritin bind	Pol beta inh	Pol iota inh	APEX1 inh	Pol eta inh	PGK inhibitor	RXFP1 antagonist	Pol kappa inh	BLM inh
CCN1C(=O)CSc2ccc(C(=O)NCc3ccccc3)cc21	-14%	14%	-21%	52%[activator]	-5%	-6%	-22	10%	-2%
Cc1ccc(-n2ncc(C(=O)NCc3ccc4c(c3)OCO4)c2C2CCN(C(=O)OC(C)(C)C)CC2)cc1C	-2%	?	-5%	/	-9%	i	-26	-20%	-11%
C/C(=N/NC(=O)c1cccc(Br)c1)C1CC2CCC1C2 (stereo not given)	-16%	4%	-1%	-15%	-14%	-9%	7	13%	-1%
O=C(c1ccc(Cl)cc1)c1ccc(OCC(O)CN2CCOCC2)cc1 (stereo not given)	-5%	2%	1%	3%	-10%	-3%	2	1%	-3%
COC(=O)c1cccnc1-n1c(=O)c2cccnc2n(Cc2ccc(Cl)cc2)c1=O	-7%	0%	-11%	-5%	-16%	-1%	-10	2%	-2%
COc1ccc(NC(=O)c2ccccc2-c2ccccc2)c(C)c1	-6%	12%	14%	18%	0%	i	1	-1%	-3%
CN(CC(=O)Nc1cccc(F)c1)C(=O)c1ccc(-c2ccc(Cl)cc2)o1	?	-21%	9%	23%	-12%	i	0	-15%	-4%
CCN(CC)C(=S)NC(=O)c1cccnc1	3%	26%	11%	-6%	-2%	-1%	9	-19%	-4%
CCn1c(CSc2nc3ccccc3s2)nnc1SCC(N)=O	?	10%	13%	0%	-7%	-5%	5	-13%	0%
C=CCNc1nc(C(=O)OCC(=O)c2ccc(Cl)cc2)cs1	/	/	?	-11%	-7%	-2%	?	-17%	/
COc1ccc(NC(=O)CSc2cn[nH]n2)c(OC)c1	3%	11%	3%	15%[12.4 µM]	13%	-6%	-32	-3%	-3%
CN(Cc1ccccc1)C(=O)COC(=O)c1cc2ccccc2oc1=O	/	/	-3%	17%	-8%	-3%	6	-6%	/
COc1ccc(CNc2nc(-c3ccc(C(=O)N(C)C)cc3)nc3ccccc23)c(OC)c1	-6%	/	/	1%	/	/	/	-7%[60.1 µM]	6%
COc1ccc(C2CC(c3ccc(Cl)cc3Cl)Nc3nc(N)nn32)cc1 (stereo not given)	-17%	?	21%	-1%	-27%	-6%	-23	14%	-7%
COc1ccc(OC)c(CNC(=O)C2CCCCN2S(=O)(=O)c2ccc(F)cc2)c1 (stereo not given)	1%	-9%	1%	/	-10%	0%	-8	-24%	0%
CC1CC(C)(C)NC(=S)N1CC(=O)NCc1ccc(Cl)cc1 (stereo not given)	-11%	-2%	50%[activator]	-2%	-7%	-10%	5	-15%	3%
Cc1ccc(CNC(=O)C2CC(c3ccccc3C(F)(F)F)=NO2)cc1 (stereo not given)	-17%	3%	-2%	3%	-11%	i	/	-4%	-4%
CCN(c1cccc(C)c1)S(=O)(=O)c1nnc(NC(=O)c2cccs2)s1	?	0%	13%	/	-25%	-13%	-33	1%	-8%
O=C(Nc1cccc(OCC(=O)N2CCOCC2)c1)c1cccc(Cl)c1	-6%	22%	-11%	28%	-3%	-9%	2	-24%	-6%
COc1ccc(CCNC(=O)C(=O)NCc2ccccn2)cc1	-7%	0%	33%[activator]	-8%	-17%	-2%	5	-2%	-6%
CC(=O)c1ccc(NC(=O)/C=C/c2ccc(C)cc2)cc1	-12%	3%	-15%	5%	-13%	-4%	-2	-6%	1%
c1ccc(CN2CCN(CCCNc3ccc4nnc(-c5ccccc5)n4n3)CC2)cc1	-10%	15%	?	-2%	-10%	i	/	?	10%
CCOc1ccc(Nc2cc(C)nc3ccc(C)cc23)cc1	/	/	?	/	-17%	-11%	-31	-5%	/
CCOC(=O)c1ccc(N2C(=O)C3CCOc4ccccc4C32)cc1 (stereo not given)	/	/	12%	-1%	-2%	2%	/	-7%	/
Cc1c(C(=O)NCC(c2ccco2)N2CCCC2)sc2ccccc12 (stereo not given)	/	/	12%	-12%	-18%	8%	-13	0%	/
More entries follow.
SMILES	Apoferritin bind	Pol beta inh	Pol iota inh	APEX1 inh	Pol eta inh	PGK inhibitor	RXFP1 antagonist	Pol kappa inh	BLM inh
Cc1ccc(Cn2c(SCC(C)C)nc3c2c(=O)[nH]c(=O)n3C)cc1	-10%	1%	9%	-4%	-10%	-5%	-6	3%	-2%
CCCCNS(=O)(=O)c1cc2c3c(c1)CCN3C(=O)CC2	-6%	?	-12%	30%	-7%	7%	10	-5%	-2%
CC(=O)Nc1ccc(OCCOc2ccc([N+](=O)[O-])cc2)cc1	-8%	-1%	-36%	8%	-13%	i	9	-11%	-1%
COc1ccccc1CNC(=O)CCC1N=C2c3ccccc3N=C(SCC(=O)NCC3CCCO3)N2C1=O (stereo not given)	-7%	47%	1%	-6%	0%	-4%	-10	-10%	4%
Cc1cnc(NC(=O)c2cccc(S(=O)(=O)N3CCOCC3)c2)s1	/	/	28%	39%	-13%	4%	1	7%	/
CC(C)(C)NS(=O)(=O)c1ccc(NC(=O)c2cc(-c3ccccc3)nc3ccccc23)cc1	-10%	23%	7%	-6%	3%	-1%	-8	-9%	-6%
CNc1ccc(Oc2nc([N+](=O)[O-])nn2C)cc1	-9%	13%	210%[activator]	-1%	-15%	-9%	-6	-17%	-8%
C=CCSc1nnc(-c2sc(-c3ccccc3)nc2C)n1C	-7%	3%	1%	-4%	-14%	-6%	-2	-4%	2%
CCOC(=O)/C=C1\CN(C(C)c2ccccc2)S(=O)(=O)c2ccccc21 (stereo not given)	-3%	17%	3%	11%	-13%	-6%	/	-4%	-2%
CCOC(=O)C1(Cc2ccccc2C(F)(F)F)CCN(CCCn2cccn2)CC1	0%	-18%	15%	1%	-8%	1%	-4	6%	-2%
Cc1ccccc1-c1nnc(SCC(=O)NCc2ccc3c(c2)OCO3)n1C	-6%	25%	16%	3%	-15%	0%	-1	-1%	1%
CCOCCCNC(=O)Cn1nc(C)n2c(cc3cc(C)ccc32)c1=O	3%	21%	24%	/	-8%	i	-2	-13%	-1%
Cc1cc(C)c(NC(=O)Nc2ccccc2)c(C)n1	/	/	-8%	41%	-6%	-4%	-6	-5%	/
CN(C)C(=O)CSCc1c(Cl)cccc1Cl	-23%	-2%	-7%	-4%	-14%	-9%	-4	-8%	-1%
CC(C)=CCCC(C)N(C=O)C(C)CCC=C(C)C (stereo not given)	/	/	22%	/	-13%	i	-12	2%	/
O=C1C(=C(O)c2ccccc2)C(=O)c2ccccc21	-14%	-6%	?	-6%	6%	i	-4	-9%	1%
N#Cc1cccc(NC(=O)N2CCC(c3nc4c(nnn4Cc4cccc(Cl)c4)c(=O)[nH]3)CC2)c1	-10%	2%	4%	-2%	-12%	8%	-1	-12%	-8%
CC(Nc1ncnc2sccc12)c1ccccc1 (stereo not given)	-4%	36%	23%	0%	-5%	10%	-3	-1%	-4%
CCCc1cc(=O)oc2c3c(cc(OCC(=O)N[C@@H](CSC)C(=O)O)c12)OC(C)(C)CC3	1%	2%	29%	12%	-7%	i	-6	-9%	0%
Clc1ccc(-c2noc(CN3CCCC3)n2)cc1	-4%	?	1%	-2%	-17%	5%	15	-7%	2%
CC(C)C(NC(=O)c1ccco1)C(=O)NCC(c1ccco1)N1CCCCC1 (stereo not given)	7%	-23%	0%	-2%	-15%	-9%	-4	-1%	-1%
CS(=O)(=O)N1N=C(c2cccs2)CC1c1ccccc1 (stereo not given)	0%	15%	21%	3%	-14%	-8%	0	7%	-3%
CCCOc1ccc(C2C(C(=O)/C=C/c3ccco3)=C(O)C(=O)N2CCN2CCOCC2)cc1OC (stereo not given)	-16%	?	?	-6%	-15%	4%	-5	-32%	-6%
O=C(Nc1ccc(F)cc1)Nc1nnc(Cc2ccccc2F)s1	-15%	-15%	102%[activator]	-3%	-2%	-3%	-21	0%	-4%
Cc1nnc(N/N=C/C(C)c2ccccc2)[nH]c1=O (stereo not given)	-5%	26%	6%	2%	-16%	i	-10	9%	1%
CCOCCCNC(=O)C(c1ccc(OC)cc1)N(Cc1ccc2c(c1)OCO2)C(=O)c1ccc(NC(C)=O)cc1 (stereo not given)	0%	46%[activator]	-15%	/	-10%	i	-15	-8%	-1%
CCC(C)OC(=O)C1=C(C)NC(=O)CC1c1ccccc1OC (stereo not given)	-20%	7%	8%	-3%	-14%	8%	0	-8%	-4%
O=C(N1CCOCC1)N1CCN(C(c2ccccc2)c2ccccc2)CC1	-5%	15%	-3%[58.9 µM]	-5%	-11%	-4%	-11	-15%	-1%
O=S(=O)(/N=C(/c1ccccc1Cl)N1CCOCC1)c1ccccc1	-4%	54%	10%	12%	-3%	i	-20	1%	-1%
